POLI inh: blocks human DNA polymerase iota activity; Q9UNA4; Pol iota fluorescent replication assay, 10 min; Potency, µM (titrated, usually from 115 µM), inactives show top-dose activity, negative = inhibition, usual class: inhibitors; 390,000 compounds, 1% hits; AID 588590
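Pol iota at 10 nM preincubated 15 min with compounds at room temperature; reaction started with fluorescent substrate, 50 nM final. Fluorescence read kinetically at 0 and 10 min; buffer-only wells as negative control.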
BAZ2B inh: inhibitors of human BAZ2B bromodomain. AlphaScreen BAZ2B-H3K14Ac peptide displacement. Potency, µM (top dose mostly 114 µM), for inactives: top-dose activity change, negative = inhibition, most hits filed as inhibitors. 360,000 compounds, 4.4% hits; further: on the % scale 0 is the no-effect control and ±100 the full control effect; nearly all actives have a fitted effect of over 60% in size
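Complex of BAZ2B and biotin-H3K14Ac (50 nM apiece) forms over 30 min at RT, then faces library compounds up to 110 uM for another 30 min; AlphaScreen beads added, 20 min dark incubation, luminescence read.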
Anesthetic bind: binds horse apoferritin like a general anesthetic; 350,000 compounds, 0.074% hits; P02791; Potency, µM (highest dose often 77.5 µM), inactives show at the highest dose activity change, negative = displacement, actives largely listed as inhibitors; apoferritin/1-aminoanthracene competitive binding, fluorescence; further: on the % scale 0 is the no-effect control and ±100 the full control effect; nearly all actives have a fitted effect of over 20% in size
Target sequence (P02791 2-175 limits assumed): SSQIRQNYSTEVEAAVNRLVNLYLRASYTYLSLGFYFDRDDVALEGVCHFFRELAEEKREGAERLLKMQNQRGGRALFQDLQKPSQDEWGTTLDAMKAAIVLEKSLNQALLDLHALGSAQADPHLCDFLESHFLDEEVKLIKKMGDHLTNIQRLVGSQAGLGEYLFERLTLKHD
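Concentration-response curves derived by four-parameter Hill fitting of normalized fluorescence, where compounds displaced 1-AMA from 10 uM horse apoferritin following a brief 10 min room-temperature incubation; propofol titration acted as positive control.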
G9a block: blocks human histone lysine methyltransferase G9a; G9a H3K9 monomethylation, AlphaScreen, 2 h; Potency, µM (highest dose often 102 µM), for inactives: at the highest dose activity, negative = inhibition, usual class: inhibitors; 350,000 compounds, 8.8% hits; AID 504332; further: on the % scale 0 is the no-effect control and ±100 the full control effect; nearly all actives have a fitted effect of over 75% in size
Target sequence (Q96KQ7 913-1193 limits assumed): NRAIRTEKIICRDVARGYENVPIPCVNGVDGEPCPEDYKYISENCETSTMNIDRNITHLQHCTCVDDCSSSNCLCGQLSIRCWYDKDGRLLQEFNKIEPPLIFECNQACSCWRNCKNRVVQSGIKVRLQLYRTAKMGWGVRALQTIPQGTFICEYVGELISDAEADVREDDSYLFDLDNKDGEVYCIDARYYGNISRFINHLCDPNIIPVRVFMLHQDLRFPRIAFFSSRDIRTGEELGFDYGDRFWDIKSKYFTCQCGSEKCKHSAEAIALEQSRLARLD
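Readings reflect AlphaScreen signal from monomethyl-H3K9 antibody detection. HMT at 20 nM; substrate b-H3K9 500 nM; cofactor SAM 20 uM; 2 h RT reaction; compounds tested as titrations in qHTS with 15 min preincubation.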
Pol beta inh: blocks human DNA polymerase beta activity | AID 485314 | Pol beta primer extension/strand displacement, fluorescence kinetic | 340,000 compounds, 1.3% hits | Potency, µM (highest dose often 114 µM), for inactives: at the highest dose activity change, negative = inhibition, most hits filed as inhibitors; further: on the % scale 0 is the no-effect control and ±100 the full control effect
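Pol beta (10 nM) and compounds were preincubated 15 min at room temperature, then 50 nM substrate (final) started primer extension/strand displacement. Reads were taken at 0 and 10 min; concentration-response data were fitted to a four-parameter Hill equation.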
Pol eta inh: DNA polymerase eta (human) inhibition; Q9Y253; recombinant Pol eta, fluorescent DNA replication assay; Potency, µM (highest dose often 114 µM), without a hit: at the top dose activity change, negative = inhibition, hits mostly inhibitors; 390,000 compounds, 1.2% hits; AID 588591; further: on the % scale 0 is the no-effect control and ±100 the full control effect
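Pol eta at 10 nM preincubated with compounds 15 min at room temperature; reaction started with fluorescent substrate (50 nM final) and read kinetically at 0 and 10 min.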
POLK inh: inhibitors of human DNA polymerase kappa. purified Pol kappa, fluorescent DNA synthesis assay, 10 min. Potency, µM (doses to about 107 µM), for inactives: at the top dose activity, negative = inhibition, actives largely listed as inhibitors. 400,000 compounds, 0.53% hits; further: on the % scale 0 is the no-effect control and ±100 the full control effect
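Pol kappa 10 nM + cpd, 15 min RT; start w/ substrate 50 nM final; fluorescence kinetic read, 0 and 10 min. Neg ctrl: buffer, no enzyme.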
APE1 inh: APE1 (human) endonuclease inhibition | P27695 | recombinant APE1, TAMRA/BHQ-2 abasic DNA cleavage fluorescence | Potency, µM (doses to about 65.8 µM), for the others: at the highest dose activity change, negative = inhibition, most hits filed as inhibitors | 350,000 compounds, 0.35% hits;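 further: plate controls were vehicle for no effect and reference inhibitor for full effect; nearly all actives have a fitted effect of over 55% in size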
Target sequence (P27695 whole entry, looked up): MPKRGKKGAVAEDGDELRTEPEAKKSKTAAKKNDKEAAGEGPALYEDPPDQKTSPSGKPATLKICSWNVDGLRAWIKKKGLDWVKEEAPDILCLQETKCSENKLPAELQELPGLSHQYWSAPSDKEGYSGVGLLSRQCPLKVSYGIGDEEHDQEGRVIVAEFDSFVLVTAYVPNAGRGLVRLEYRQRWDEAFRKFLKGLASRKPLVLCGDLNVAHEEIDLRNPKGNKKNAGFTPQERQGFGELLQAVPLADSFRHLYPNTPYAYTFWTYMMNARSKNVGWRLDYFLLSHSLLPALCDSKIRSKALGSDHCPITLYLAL
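APE1 at 0.75 nM preincubated 15 min at room temperature with compound. Reaction then started with 50 nM double-stranded THF-abasic substrate labelled with TAMRA/BHQ-2, and 525/598 nm fluorescence read kinetically. Activity taken as third-minus-first read difference, normalized to DMSO and NSC13755 controls.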
BLM helicase inh: inhibitors of human Bloom syndrome helicase BLM. P54132. recombinant BLM DNA unwinding, fluorescence dequenching. Potency, µM (series often up to 56.1 µM), without a hit: at the top dose activity change, negative = inhibition, most hits filed as inhibitors. 350,000 compounds, 0.2% hits. AID 2528;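 further: plate controls were vehicle for no effect and no enzyme for full effect; nearly all actives have a fitted effect of over 35% in size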
Numbers without * were called inactive; u = inconclusive; x = no result given; & = joins results of further samples; [ ] = dose if it differs, or a comment. The call rests on the fitted dose curve; in most records, active means well fitted curve in the direction sought with a large enough effect; inconclusive means small, poorly fitted or top-dose-only effect, or another doubt; inactive means no such curve, though single readings can be large; an effect the other way counts as inactive or inconclusive. Potency means the concentration at half of the fitted maximal effect. Some of the compounds tested. The share of hits here may be higher or lower than overall.

# | canonical_smiles | APE1 inh | POLI inh | Pol beta inh | Anesthetic bind | POLK inh | BLM helicase inh | Pol eta inh | BAZ2B inh | G9a block
1 | O=C(Cn1nnc2c(cnn2-c2ccccc2)c1=O)NCc1cccs1 | -1.6% | 36.8%[activator] | 35.7% | -13.6% | -13.1% | -0.8% | -12.0% | -0.2% | -3.0%
2 | O=C(/C=C\Nc1ccc(S(=O)(=O)Nc2ncccn2)cc1)c1cccc2ccccc12 | -3.2% | 26.2% | 0.2% | -8.8% | 3.1% | -2.4% | -2.9% | -5.4% | u
3 | C=CCn1c(CNC(=O)c2cccs2)nnc1SCC(=O)c1ccc(Br)cc1 | -7.9% | 0.5% | 26.5% | u | -5.7% | -3.4% | -11.9% | -13.9% | -2.9%[59 µM]
4 | CCCn1c(CCNC(=O)c2cccs2)nc2ccccc21 | -2.9% | 4.6% | 3.3% | -4.6% | 6.4% | 4.3% | -22.9% | 10.0% | 19.3%[59 µM]
5 | Cc1ccc(NC(=O)c2cc(S(=O)(=O)NCCC3=CCCCC3)ccc2F)cc1F | -4.6% | -3.3%&-13.6% | -15.8%&-20.0% | u | -9.4%[60.1 µM] | -11.9%&-14.4% | -17.5%&-23.5% | 7.2%&2.7% | 14.2%&2.5%[59 µM]
6 | CCC(C)(C)n1nnnc1C(C(C)C)N(Cc1ccco1)Cc1cc2cc3c(cc2[nH]c1=O)OCO3 (centres undefined) | -1.7% | 2.7% | 3.0% | 672.6%[activator] | -7.0% | -2.0% | -12.3% | -36.7% | -2.3%[12.7 µM]
7 | O=C(COn1nnc2ccc(Cl)cc21)NC1CCS(=O)(=O)C1 (centres undefined) | 4.7% | 8.5% | x | x | -8.4% | x | -1.6% | -7.7% | -33.9%
8 | COc1ncnc2c1oc1nc(CC(C)C)c3c(c12)CCCC3 | 2.2% | 47.8%[activator] | -12.3% | -6.9% | -8.2% | -3.0% | -2.1% | 16.5% | 0.5%[59 µM]
9 | CCCc1[nH]nc2c1C(c1ccc(O)c(OC)c1)C(C#N)=C(N)O2 (centres undefined) | -9.6% | -4.4% | 6.5% | -8.1% | -12.6% | -1.2% | 0.0% | -36.1% | 50.1µM*
10 | COc1cc(C(=O)Nn2c(C)nc3ccccc3c2=O)cc(OC)c1OC | 33.8%[activator] | 116.0%[activator] | -8.4% | -1.0% | -0.4% | -1.7% | -16.4% | 4.2% | -6.5%
11 | O=C(CS(=O)CC(=O)N(c1cccc(F)c1)C(C(=O)NC1CCCCC1)c1ccco1)Nc1ccc(F)cc1 (centres undefined) | 3.5% | 8.6% | 3.3% | -13.5% | -13.5% | 1.6% | -3.6% | 2.9% | 2.9%
12 | Cc1cc(C)c(C)c(S(=O)(=O)NCc2ccc(C(=O)N3CCOCC3)cc2)c1C | 43.5%[activator] | -6.3% | -2.0% | -4.4% | -6.1% | -1.4% | -16.0% | -0.4% | 25.7%
13 | c1ccc2c(c1)nc(NC1CCCCC1)c1nncn12 | -4.3% | 53.0%[activator] | -8.3% | -17.4% | 7.1% | -3.4% | -5.9% | -3.2% | 44.7µM*
14 | CCC(CC)c1nn2cc(-c3ccccc3)nc2s1 | x | -4.4% | -2.1% | -8.3% | -6.1% | -3.9% | -11.7% | 12.6% | 30.5%[59 µM]
15 | COCC(COCCCNC(=O)Nc1ccc(Br)cc1)OC (centres undefined) | -2.2% | 12.8% | 3.1% | -7.9% | -4.9% | -7.9% | -20.5% | 6.3% | 17.1%
16 | COc1cc(-c2noc(-c3ccc(N4CCN(C)CC4)c([N+](=O)[O-])c3)n2)cc(OC)c1OC | x | 36.0%[activator] | u | -19.7% | -2.4% | -6.4% | -12.4% | -30.8% | u
17 | Cc1cccc(C(=O)NNC(=O)c2ccc(-c3ccccc3)cc2)c1 | -8.8% | -21.6% | u | -7.3% | u | -10.6% | 4.7% | -37.6% | 7.7%[0.501 µM]
18 | Cn1cccc1C(=O)N1CCC2(CCCN(Cc3ccncc3)C2)CC1 | 2.8% | x | x | x | -0.5%[60.1 µM] | 1.5% | x | x | -11.3%[12.7 µM]
19 | COC(=O)CCC/C=C1/SCC(NC(=O)c2ccccc2)C1NC(C)=O (centres undefined) | 11.2% | 23.1% | 20.4% | -1.7% | 5.7% | 0.7% | -4.2% | -4.8% | x
20 | Cc1ccc(C(=O)Nc2ccc(S(=O)(=O)N3CCOCC3)cc2)cc1C | -16.8% | 13.2% | 5.3% | -16.6% | -16.3% | 0.3% | -0.6% | 8.7% | x
21 | O=C(CNc1ccc2c(c1)OCO2)N/N=C\c1ccccc1Cl | 3.4% | 40.1%[activator] | 10.5% | u | -16.5% | -4.6% | -3.9% | 50.1µM* | u
22 | CCN(CCCNC(=O)c1cc2cc3cc(OC)ccc3nc2s1)c1cccc(C)c1 | x | 41.7%[activator] | 0.9% | -21.8% | -18.8% | -8.4% | -25.3% | -26.7% | u
23 | Cc1ccc(S(=O)(=O)N2CCOCC2)cc1NC(=O)C(c1ccc(Cl)cc1)C(C)C (centres undefined) | -16.8% | 0.7% | x | x | -17.9% | x | -12.7% | 7.0% | 7.6%[0.501 µM]
24 | COc1cc(-c2nnc3sc(-c4ccco4)nn23)cc(OC)c1OC | -1.4% | -5.0% | -15.1% | 4.9% | -9.5% | 0.8% | u | 5.3% | -37.5%[12.7 µM]
25 | Cc1ccc(N=Nc2c(N)n[nH]c2N)cc1 | 34.8% | 32.2%[activator] | -0.8% | -16.2% | -6.3% | -1.9% | -11.1% | u | 35.5µM*
26 | O=C(Nn1c(-c2ccc(F)cc2)nc2ccccc2c1=O)C1CCCCC1 | 16.5% | 20.8% | 14.2% | -15.5% | -7.4% | -6.7% | -3.4% | -2.3% | 3.7%[59 µM]
27 | COc1ccc(N2C(=O)C3CCCCC3C2=O)cc1NC(=O)c1ccccc1 (centres undefined) | 5.3% | 15.4% | 4.9% | -6.6% | -9.4% | -7.7% | -5.4% | -11.2% | x
28 | Cc1cccc(NNC(N)=S)c1 | 0.7% | u | -0.6% | -6.8% | -4.9% | -4.6% | -4.6% | u | 39.8µM*
29 | Nc1nc(SCC(=O)Nc2ccccc2)nc2nc3c(cc12)CCCC3 | 17.4% | 138.7%[activator] | 3.0% | -23.1% | -18.3% | 2.0% | 1.2% | 2.4% | 11.6%[59 µM]
30 | CC(Cc1ccccc1)NC(=S)CN1CCCC1=S (centres undefined) | 1.7% | -2.1%[58.9 µM] | 19.1% | -0.8% | -14.4% | -3.3% | -22.2% | -16.8% | 1.9%
31 | C=CCC1CCCCC12NC(=O)NC2=O (centres undefined) | u | 14.6% | -1.1% | 0.5% | -0.6% | -1.5% | -6.2% | -1.4% | -33.6%[2.33 µM]
32 | Cc1nc(-n2nc(C)c(Cc3ccccc3Cl)c2C)sc1C(=O)N1CCCCC1C (centres undefined) | x | -6.1% | -1.4% | -10.5% | 1.8% | -10.0% | 1.2% | -4.0% | -19.6%[59 µM]
33 | CN(C)S(=O)(=O)N(CC(=O)NCc1ccccc1)c1ccccc1 | -3.9% | u | u | -1.4% | 5.8% | -7.6% | 10.8% | 2.5% | 2.5%[59 µM]
34 | O=C(CSc1nc2c(sc3ccccc32)c(=O)n1CCCN1CCCC1)NCc1ccco1 | 1.7% | u | 2.7% | -5.0% | -11.9% | 17.0% | -22.3% | -37.8% | u
35 | Cc1ccc(S(=O)(=O)NCCC(=O)NC2CCC(C)CC2)cc1 (centres undefined) | 43.4% | 19.6% | x | x | -1.8% | x | -13.1% | -3.5% | 5.3%[59 µM]
36 | CC(=O)N1CCc2cc(S(=O)(=O)NC(CC(C)C)C(=O)NCCc3cccc(C)c3)ccc21 (centres undefined) | x | 36.0%[activator] | 23.7% | -13.0% | 6.9% | -2.9% | -15.6% | x | 6.5%[59 µM]
37 | CC(C)N1CN=C(Nc2nc3ccccc3o2)NC1 | -1.6% | 54.2%[activator] | -0.5% | -10.3% | -13.2% | -3.9% | -8.3% | -22.9% | -13.2%[12.7 µM]
38 | CC(C)P(=O)(Cc1cccc(C#N)c1)C(C)C | -7.2% | -32.1% | 48.1% | -7.0% | 2.6%[60.1 µM] | -1.6% | 10.9% | -8.8% | u
39 | COc1cccc(OCC(=O)NC2CC(=O)N(c3cccc(OC)c3)C2)c1 (centres undefined) | x | 19.8% | -15.2% | -11.9% | -2.1%[60.1 µM] | 1.3% | -10.7% | 0.7% | -16.3%[59 µM]
40 | Cc1ccc(C(=O)OCC(=O)NCc2ccc3c(c2)OCO3)o1 | 27.9% | 19.7% | x | x | -17.8% | x | -3.7% | x | x
41 | COc1cccc(C=O)c1OCCCOc1cccc2cccnc12 | 6.7% | 25.9% | -20.1% | u | -10.4% | -9.1% | -17.4% | -17.1% | x
42 | NC(=O)COc1ccc(C23CC4CC(CC(C4)C2)C3)cc1 | -1.5% | 29.0% | 11.4% | u | -23.7% | -9.9% | -18.8% | -3.2% | 7.7%

Arranged by count of non-hydrogen atoms (rising): 5 of the compounds above
# | canonical_smiles | APE1 inh | POLI inh | Pol beta inh | Anesthetic bind | POLK inh | BLM helicase inh | Pol eta inh | BAZ2B inh | G9a block
28 | Cc1cccc(NNC(N)=S)c1 | 0.7% | u | -0.6% | -6.8% | -4.9% | -4.6% | -4.6% | u | 39.8µM*
4 | CCCn1c(CCNC(=O)c2cccs2)nc2ccccc21 | -2.9% | 4.6% | 3.3% | -4.6% | 6.4% | 4.3% | -22.9% | 10.0% | 19.3%[59 µM]
33 | CN(C)S(=O)(=O)N(CC(=O)NCc1ccccc1)c1ccccc1 | -3.9% | u | u | -1.4% | 5.8% | -7.6% | 10.8% | 2.5% | 2.5%[59 µM]
26 | O=C(Nn1c(-c2ccc(F)cc2)nc2ccccc2c1=O)C1CCCCC1 | 16.5% | 20.8% | 14.2% | -15.5% | -7.4% | -6.7% | -3.4% | -2.3% | 3.7%[59 µM]
32 | Cc1nc(-n2nc(C)c(Cc3ccccc3Cl)c2C)sc1C(=O)N1CCCCC1C (centres undefined) | x | -6.1% | -1.4% | -10.5% | 1.8% | -10.0% | 1.2% | -4.0% | -19.6%[59 µM]

Screening results deposited in PubChem by National Center for Advancing Translational Sciences (NCATS).
